Source: PubChem
Peg3 prom inh = inhibitors of Peg3 promoter; HeLa PEG-Prom luciferase reporter, luminescence, overnight; inhibition, % at 20 µM; 1.7% of 360,000 active;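 active = inhibition of at least 50% at 20 µM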
Cardio protect = myocardial damage modulation in H9c2 cells | H9c2 cardiomyocytes, H2O2 injury protection, ATPLite, 2 h | protection from H2O2 cell death, % at 20 µM | 0.63% of 360,000 active | AID 588492;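 active = compounds giving at least 50% protection of heart cells from peroxide-induced death in the single-dose screen, raw or plate-pattern-corrected value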;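 also: 0% = DMSO wells with peroxide and 100% = DMSO wells without peroxide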
CaV13 FRET inh = Disruptors of the CACNA1D IQ motif to Ca2+-dependent inactivation inhibitor domain association, primary screening, Förster resonance energy transfer in intact living …; HEK cells, CFP/YFP FRET ICDI-IQ, plate reader, 10 min; percent FRET-ratio fall versus neutral wells; inhibition, % at 12.3 µM; 0.098% of 340,000 active;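 active = mean replicate inhibition of at least 30% and at least 1% of replicates passing that level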;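 also: 0% = median of the neutral control wells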
TRPM1 prom inh = reduces MITF-dependent TRPM1 promoter luciferase signal; SK-MEL-5 TRPM1 promoter luciferase, 24 h; inhibition, % at 12.5 µM; 0.83% of 330,000 active; AID 488899;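 active = mean inhibition across replicates of 60% or more, whatever share of single replicates reaches that level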; also: values of inactives mirror those of a sister screen read the other way
hiPSC survival = enhancers of human iPSC single-cell survival; 0.044% of 360,000 active; survival enhancement, % at 20 µM; AID 602274; hiPSC single-cell survival, ATPlite luminescence; 100% = ROCK inhibitor wells, 0% = DMSO; in the data active = survival enhancement above about 18%;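 also: cells exposed to compounds for 16 hours before the ATP read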
PDI inh = inhibitors of human protein disulfide isomerase; P07237; PDI insulin aggregation turbidity, A650, 90 min; inhibition, % at 10 µM; 0.052% of 350,000 active; AID 588391;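 active = mean inhibition across replicates of 30% or more, whatever share of single replicates reach that level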;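 also: absorbance from insulin aggregation driven by PDI reduction with DTT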
HIF-2a inh = inhibitors of HIF-2a; 0.72% of 360,000 active; 786-0 RCC cells HIF-2a reporter, luciferase luminescence, overnight; inhibition, % at 18.8 µM;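 active = inhibition of the luminescence signal of 40% or more relative to plate controls, in a single-dose primary screen at 18.75 µM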
HTR2A ag = agonists of mouse serotonin 5-HT2A receptor (HTR2A); 0.66% of 360,000 active; CHO-K1 mHTR2A beta-arrestin complementation, luminescence; percent of 30 µM serotonin response; activation, % at 7.6 µM; P35363;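 active = activation above a run cutoff, the mean activation of all tested compounds plus 3 SD, cut at about 14% in these data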;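 also: 0% = plate median of compound wells and 100% = 30 µM serotonin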
Target sequence (P35363 whole entry, looked up): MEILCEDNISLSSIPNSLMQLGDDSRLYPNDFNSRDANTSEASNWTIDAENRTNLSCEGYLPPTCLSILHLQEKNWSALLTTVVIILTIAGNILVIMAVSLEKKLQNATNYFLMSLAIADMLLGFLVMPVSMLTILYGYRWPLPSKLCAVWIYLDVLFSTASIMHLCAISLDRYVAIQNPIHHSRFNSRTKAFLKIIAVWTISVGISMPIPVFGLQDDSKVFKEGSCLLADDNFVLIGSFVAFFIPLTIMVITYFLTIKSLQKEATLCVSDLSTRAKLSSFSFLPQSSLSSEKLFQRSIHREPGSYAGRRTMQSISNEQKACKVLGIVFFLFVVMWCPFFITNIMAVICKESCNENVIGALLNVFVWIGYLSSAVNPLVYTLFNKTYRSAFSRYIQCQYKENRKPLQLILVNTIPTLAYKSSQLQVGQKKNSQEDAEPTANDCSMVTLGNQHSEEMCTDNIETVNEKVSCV
NR2E3 ag-1 = activates human NR2E3 receptor | 0.35% of 360,000 active | AID 602229 | inhibition of corepressor binding, % at 3.98 µM | Q9Y5X4 | CHO-S Gal4-NCOR/VP16-NR2E3 two-hybrid, luciferase;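 active = inhibition above the mean of all tested compounds plus 3 SD, cut at about 70% in these data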;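 also: 0% = DMSO with NR2E3 transfected cells and 100% = cells lacking NR2E3 construct; higher means lower luciferase signal from less NR2E3 corepressor binding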
Target sequence (Q9Y5X4 whole entry, looked up, the tested form may be a part): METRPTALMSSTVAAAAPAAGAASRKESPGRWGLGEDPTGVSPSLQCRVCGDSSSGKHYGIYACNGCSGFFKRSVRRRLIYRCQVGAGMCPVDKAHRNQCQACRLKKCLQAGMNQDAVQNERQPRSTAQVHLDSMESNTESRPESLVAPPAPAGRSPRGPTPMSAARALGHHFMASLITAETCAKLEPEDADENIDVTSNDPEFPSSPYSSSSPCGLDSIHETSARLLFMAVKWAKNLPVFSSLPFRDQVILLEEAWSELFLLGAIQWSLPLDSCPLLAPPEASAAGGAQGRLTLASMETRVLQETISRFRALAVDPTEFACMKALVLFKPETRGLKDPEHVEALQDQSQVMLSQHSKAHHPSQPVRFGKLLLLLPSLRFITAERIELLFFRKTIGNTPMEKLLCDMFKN
NR2E3 ag-2 = activates human photoreceptor nuclear receptor NR2E3 | Q9Y5X4 | GST-NR2E3/biotin-RetCOR TR-FRET, 1536-well | inhibition of corepressor binding, % at 4.78 µM | 0.12% of 320,000 active | AID 2300;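 active = percent inhibition above the cutoff of mean plus 3 SD of all tested compounds, set per screening campaign, cut at about 20% in these data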;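 also: 0% = DMSO wells and 100% = biotin wells as full block of FRET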
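System: GST-tagged NR2E3 plus biotinylated RetCOR corepressor; Amount: 1.35 nM GST-tagged NR2E3 final; Dosing: single nominal compound dose of 4.8 µM; Schedule: 5 h incubation at 4 °C; Technique: TR-FRET with europium anti-GST and streptavidin-D2, 340 nm excitation; Controls: biotin wells as high control, 0.6% DMSO wells as low control.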
Shn3 3UTR inh = reduces Shn3 3'UTR luciferase signal in osteoblasts | 0.52% of 360,000 active | inhibition, % at 12.5 µM | Clone20 osteoblast Shn3 3'UTR firefly luciferase, 24 h | AID 588674;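 active = mean inhibition of at least 75% with every replicate also reaching 75%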;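 also: 0% = median of neutral control wells and 100% = pilot-screen positive control compound; some compounds past the cut are filed as inactive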
Numbers without * were called inactive; / = no result given.

structure,HTR2A ag,hiPSC survival,HIF-2a inh,Shn3 3UTR inh,Cardio protect,CaV13 FRET inh,NR2E3 ag-1,TRPM1 prom inh,PDI inh,NR2E3 ag-2,Peg3 prom inh
O=C(Nc1ccc(C(=O)O)cc1)/C(=C/c1cccc(Br)c1)NC(=O)c1ccco1,-5,-2.0,10,-21,0,4,-16,-3,9,5,0
CC1(Cc2ccc(F)cc2)C(=O)Nc2c(Cl)ccc(Cl)c21 (configuration not stated),-1,-1.9,13,-4,-8,-7,-4,/,3,/,17
CCn1c2c(c(C)cc1=O)C(=O)CC(C)(C)C2,-2,-1.2,24,-16,8,-3,-6,-20,0,3,9
CCc1ccccc1OCC(=O)NCC1COc2ccccc2O1 (configuration not stated),0,6.1,-23,-10,-5,-5,-4,7,2,/,-9
Cc1ccc(C(c2c(C)[nH][nH]c2=O)c2c(C)[nH][nH]c2=O)cc1,-7,1.9,19,15,12,-4,10,-2,-14,2,14
COc1cc(CNn2cnnc2)ccc1OCC(=O)NC1CCCCC1,-3,-0.9,-1,-16,4,/,-1,-7,-5,0,6
OC[C@@H]1CN(C2CCCC2)C[C@H](n2cnc3c(N4CCCC4)ncnc32)O1,5,-0.7,2,-18,2,-8,15,/,-3,/,1
CC(C)(C)OC(=O)NCCCCCc1nnc(SCc2ccccc2F)o1,-2,-0.2,11,-21,-4,-5,10,15,3,-2,19
CCc1cc2c(=O)[nH]c(Cc3ccc(OC)cc3)nc2s1,5,-1.7,-76,-11,-9,-15,-12,11,2,-3,-66
COc1ccccc1OCC(=O)N/N=C/C=C/c1ccc([N+](=O)[O-])o1,1,-1.7,-4,38,-2,-5,21,76*,3,-2,-21
CC(Oc1ccccc1C(N)=O)C(=O)Nc1ccc(S(=O)(=O)N2CCCC2)cc1 (configuration not stated),3,-0.2,3,1,7,-6,-7,-5,5,0,-12
COC(=O)/C=C1/S/C(=N/NC(=O)c2ccccc2)NC1=O,0,7.2,-1,0,3,-5,-18,-4,2,1,-13
COc1ccc(C)cc1NC(=O)/C=C/c1ccc(OC)c(S(=O)(=O)N2CCOCC2)c1,-6,-0.6,1,19,8,-5,-17,-4,-8,3,8
Oc1ccc2ccccc2c1C=NNc1ccccn1,-12,-2.0,-160,72,33,-6,-8,-8,-22,/,-79
O=C1CC(c2ccc3c(c2)OCO3)CN1 (configuration not stated),2,5.3,11,-10,6,-6,-21,0,5,-2,-4
COc1ccc(-c2ccc(SCC(=O)N3CCCC3)nn2)cc1OC,-3,0.1,-1,14,2,-3,16,-6,7,2,-2
COc1ccc(Br)cc1S(=O)(=O)Nc1ncn[nH]1,12,0.0,10,-8,4,-10,-31,-3,1,0,-1
COC(=O)c1ccc2c(=O)n(CCN3CCOCC3)c(=S)[nH]c2c1,7,-3.2,-15,-4,-1,-11,9,12,2,3,9
CN(c1ccccc1)S(=O)(=O)c1cccc(C(=O)OCC(=O)NCCCN2CCCC2=O)c1,0,-0.4,22,9,9,-5,-17,-14,-1,1,17
CC(=O)Nc1ccc(Nc2nc(-c3c(C)nc4ccccn34)cs2)cc1,1,-0.1,-21,38,-2,-2,-21,/,-1,3,17
CCC(C)NC(=O)c1ccc(COc2ccccc2Cl)cc1 (configuration not stated),-8,-4.3,-170,-15,1,-4,-14,-55,-5,-4,-85
CN1CCN(C(=O)C2=C[C@H](c3csc4ccccc34)C[C@H](OCc3ccc(CO)cc3)O2)CC1,-5,-0.3,-7,-2,8,-10,-15,-8,6,1,3
c1ccc2sc(SCc3ccc(-c4nnco4)cc3)nc2c1,-1,-2.8,-172,32,-23,-3,-56,-30,9,0,-202
COC(=O)c1cc(C)sc1NC(=O)CN1CCN(C(=O)C2CCCO2)CC1 (configuration not stated),-1,-0.4,14,6,-5,/,-18,5,-4,1,16
Cc1ccc(S(=O)(=O)N2CCC[C@H]2C(=O)OCc2cc(=O)oc3cc(C)ccc23)cc1,0,-0.1,0,0,0,-6,-27,-7,0,/,1
CC[C@]12C(=O)N(C)C[C@H]([C@@H]3C(=O)N(C)C(=O)[C@@H]31)N2C(=O)c1ccc(C)cc1,-2,-1.0,1,-2,3,-8,24,-2,5,/,8
COc1cc(/C=N/NC(=O)c2ccc(O)cc2)ccc1OCC(=O)N1CC(C)OC(C)C1 (configuration not stated),0,-0.6,11,-15,12,-4,-19,7,3,0,4
CCc1ccc(NC(=O)Cn2cnc3sc(C)c(S(=O)(=O)N4CCOCC4)c3c2=O)cc1,2,-0.3,19,-6,9,-7,-6,8,0,1,5
Cc1ccc(S(=O)(=O)NCC(=O)OC2CCOC2=O)cc1 (configuration not stated),7,1.3,9,-3,14,-6,-8,-9,14,-1,4
CCNC(=O)c1ccc(NC(=O)CC2SC(N3CCCC3)=NC2=O)cc1 (configuration not stated),0,2.1,4,4,0,-5,10,2,-8,-2,-19
Cc1ccc(S(=O)(=O)N2CCN(C(=O)CC(C)C)CC2)cc1,-3,2.2,11,11,5,10,-12,-8,12,-2,2
COc1cc(C(=S)N2CCOCC2)ccc1OS(=O)(=O)c1ccc(C)cc1,1,1.0,-5,0,4,-7,-12,0,-4,2,-1
CC(C)(C)/C(O)=C(/C#N)c1nc2ccccc2[nH]1,-1,1.3,-6,15,10,-7,-5,9,-5,6,4
O=S(=O)(/N=C(/Nc1cccnc1)c1ccccc1)c1ccc(F)cc1F,-1,2.5,9,-15,5,-2,-7,-7,2,/,4
Cc1cc(C)n2cc(CSc3nc4cc(Cl)ccc4o3)nc2n1,0,3.4,0,-14,-14,/,0,-3,9,-1,-14
NC(=O)Nc1cccc2ccccc12,1,1.6,13,-20,6,-4,12,2,3,-2,-3
C[C@@H]1O[C@H](C2CCCCC2)Cc2[nH][nH]c(=O)c21,-2,0.2,7,/,/,-7,-4,/,/,/,/
CCOc1ccc(-c2nc(-c3ccccc3)no2)cc1OCC,1,-0.2,-312,-60,-7,-7,9,-46,-8,4,-209
CCN(CC(=O)Nc1cc(Cl)ccc1C)C(=O)CC1CCCC1,-5,-0.1,12,-13,-1,-3,14,3,7,/,-7
COc1ccccc1CNC(=O)COC(=O)c1ccccc1-c1ccccc1,8,0.0,7,9,-9,-5,31,5,0,-1,24
COc1ccc(CNC(=O)COC(=O)/C=C/c2cccc(Cl)c2)cc1,3,-1.1,8,7,-1,-6,-17,-6,6,/,11
COc1ccc2c(C)cc(=O)oc2c1,29*,-0.4,-27,0,21,-5,-35,-12,3,/,-16
CC(C)(C)N1C(=O)c2ccc(C(=O)Nc3cc(C(=O)O)cc(C(=O)O)c3)cc2C1=O,5,-0.3,4,3,0,-4,12,-1,3,1,-8
Cn1c(SCC(=O)N2CCCCC2)nc2c([nH]c3ccccc32)c1=O,1,2.8,14,0,30,-8,-13,/,5,3,16
Cc1cccc(N/N=C/c2ccncc2)c1,13,-0.6,-283,-81,-4,-5,-32,-121,7,-2,-256
CC(C)NC(=O)[C@H]1N2C(=O)c3ccccc3C2SC1(C)C (some centres not stated),-3,-0.6,18,-5,10,-5,-25,2,14,-1,6

Complete entries as entered above:
Cc1cccc(N/N=C/c2ccncc2)c1 as listed: HTR2A ag = 13; hiPSC survival = -0.6; HIF-2a inh = -283; Shn3 3UTR inh = -81; Cardio protect = -4; CaV13 FRET inh = -5; NR2E3 ag-1 = -32; TRPM1 prom inh = -121; PDI inh = 7; NR2E3 ag-2 = -2; Peg3 prom inh = -256
CCc1ccc(NC(=O)Cn2cnc3sc(C)c(S(=O)(=O)N4CCOCC4)c3c2=O)cc1 as listed: HTR2A ag = 2; hiPSC survival = -0.3; HIF-2a inh = 19; Shn3 3UTR inh = -6; Cardio protect = 9; CaV13 FRET inh = -7; NR2E3 ag-1 = -6; TRPM1 prom inh = 8; PDI inh = 0; NR2E3 ag-2 = 1; Peg3 prom inh = 5

Among those listed so far, 7 have an NH in an aromatic ring:
structure,HTR2A ag,hiPSC survival,HIF-2a inh,Shn3 3UTR inh,Cardio protect,CaV13 FRET inh,NR2E3 ag-1,TRPM1 prom inh,PDI inh,NR2E3 ag-2,Peg3 prom inh
Cc1ccc(C(c2c(C)[nH][nH]c2=O)c2c(C)[nH][nH]c2=O)cc1,-7,1.9,19,15,12,-4,10,-2,-14,2,14
CCc1cc2c(=O)[nH]c(Cc3ccc(OC)cc3)nc2s1,5,-1.7,-76,-11,-9,-15,-12,11,2,-3,-66
COc1ccc(Br)cc1S(=O)(=O)Nc1ncn[nH]1,12,0.0,10,-8,4,-10,-31,-3,1,0,-1
COC(=O)c1ccc2c(=O)n(CCN3CCOCC3)c(=S)[nH]c2c1,7,-3.2,-15,-4,-1,-11,9,12,2,3,9
CC(C)(C)/C(O)=C(/C#N)c1nc2ccccc2[nH]1,-1,1.3,-6,15,10,-7,-5,9,-5,6,4
C[C@@H]1O[C@H](C2CCCCC2)Cc2[nH][nH]c(=O)c21,-2,0.2,7,/,/,-7,-4,/,/,/,/
Cn1c(SCC(=O)N2CCCCC2)nc2c([nH]c3ccccc32)c1=O,1,2.8,14,0,30,-8,-13,/,5,3,16
